High-throughput results deposited in PubChem by National Center for Advancing Translational Sciences (NCATS).
D1 antag: human D1 dopamine receptor antagonism; P21728; HEK293 TREx D1 cells, calcium flux, dopamine EC80; stronger effect = lower value; activity change, negative = inhibition, % at 10 µM; hit rate 3.2% among 360,000; AID 504652; in the data active = activity change below about -30%; also: % is scaled to controls: 0 for no effect and ±100 for the full control effect
Target sequence (P21728 whole entry, looked up): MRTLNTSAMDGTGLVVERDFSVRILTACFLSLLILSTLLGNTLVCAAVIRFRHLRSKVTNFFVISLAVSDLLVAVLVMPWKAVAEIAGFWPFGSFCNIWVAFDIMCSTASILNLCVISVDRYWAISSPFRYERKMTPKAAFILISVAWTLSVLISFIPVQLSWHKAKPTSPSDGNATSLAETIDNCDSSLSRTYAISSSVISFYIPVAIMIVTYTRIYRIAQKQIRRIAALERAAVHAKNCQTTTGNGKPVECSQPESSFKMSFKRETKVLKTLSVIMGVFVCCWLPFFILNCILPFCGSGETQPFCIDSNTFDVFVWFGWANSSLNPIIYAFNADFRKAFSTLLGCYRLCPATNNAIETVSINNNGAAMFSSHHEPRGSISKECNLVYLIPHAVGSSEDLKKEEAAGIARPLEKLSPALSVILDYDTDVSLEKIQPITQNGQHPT
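Antagonism measured as reduced calcium response to an EC80 dopamine addition following 180 s compound pre-read; cells were inducible HEK293 Trex D1 plated overnight at 30 C, read kinetically at 1 cycle/sec.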
Apoferritin bind: candidate novel general anesthetic via apoferritin binding; apoferritin/1-aminoanthracene competitive binding, fluorescence; P02791; Potency, µM (highest dose often 77.5 µM), inactives show at the top dose activity change, negative = displacement, most hits filed as inhibitors; hit rate 0.074% among 350,000; also: potency is read from the fitted curve at half-maximal effect; % is scaled to controls: 0 for no effect and ±100 for the full control effect; nearly all actives have a fitted effect of over 20% in size
Target sequence (P02791 2-175 limits assumed): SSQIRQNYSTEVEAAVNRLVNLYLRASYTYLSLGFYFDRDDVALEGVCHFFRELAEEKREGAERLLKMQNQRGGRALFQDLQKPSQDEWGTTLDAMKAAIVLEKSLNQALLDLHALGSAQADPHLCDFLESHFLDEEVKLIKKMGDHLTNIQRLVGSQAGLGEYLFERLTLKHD
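In PBS, apoferritin at 10 uM is loaded with 1-AMA from a 50% saturated solution. After 10 min of compound exposure at ambient temperature, reduced 535 nm fluorescence indicates probe displacement.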
D1 ag: human D1 receptor agonism | P21728 | AID 504660 | activation, % at 2 µM | hit rate 1% among 360,000 | HEK293 T-REx D1 cells, calcium flux, agonist mode; in the data active = activation above about 30%; also: 0% is about no effect
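Inducible HEK293 T-REx D1 cells, force-coupled to calcium signalling, were plated at 4000 cells/well with tetracycline and held overnight at 30 C. After no-wash calcium dye loading, compound-evoked calcium rise over 180 s flagged agonists.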
D2 PAM: positively modulates the human D2 dopamine receptor allosterically | P14416 | potentiation, % at 10 µM | HEK293 T-REx D2, calcium flux, EC20 dopamine potentiation | hit rate 0.34% among 340,000;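 active = potentiation over 3 SD above the plate norm, cut at about 30% in these data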; also: 0% is about no effect
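Tetracycline-induced HEK293 T-REx cells force-coupled to calcium signalling expressed D2; compounds were pin-added after a 10 s baseline, read kinetically 180 s, then an EC20 dopamine challenge followed with a further 180 s calcium read.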
TRHR PAM: allosterically enhances the human TRH receptor; TRHR cells, fluo-8 calcium fluorescence, EC20 TRH enhancement; enhancement, % at 2 µM; hit rate 0.66% among 360,000; in the data active = enhancement above about 30%; also: 0% is about no effect
Target sequence (P34981 whole entry, looked up): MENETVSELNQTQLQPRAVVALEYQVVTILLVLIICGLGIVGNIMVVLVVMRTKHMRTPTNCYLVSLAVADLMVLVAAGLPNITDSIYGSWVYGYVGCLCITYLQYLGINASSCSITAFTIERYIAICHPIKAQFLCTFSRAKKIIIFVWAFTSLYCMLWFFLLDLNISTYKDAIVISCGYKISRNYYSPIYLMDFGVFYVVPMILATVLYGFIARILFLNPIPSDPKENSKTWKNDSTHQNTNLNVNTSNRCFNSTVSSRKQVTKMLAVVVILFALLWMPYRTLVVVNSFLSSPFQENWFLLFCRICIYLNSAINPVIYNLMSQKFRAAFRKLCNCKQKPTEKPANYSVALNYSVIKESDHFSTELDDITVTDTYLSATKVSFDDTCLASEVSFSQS
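TRHR-expressing cells loaded with fluo-8 calcium dye were read kinetically (ex 480/em 530) during compound addition, then stimulated with an EC20 of TRH (10 nM final). Enhancement of the Gq-mediated intracellular calcium response was scored.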
D1 potentiator: human D1 dopamine receptor positive modulation; P21728; HEK293 TREx D1 cells, calcium flux, dopamine EC20 potentiation; potentiation, % at 10 µM; hit rate 0.036% among 360,000; AID 504651; in the data active = potentiation above about 30%; also: 0% is about no effect
RXFP1 antag: RXFP1 (human) relaxin receptor antagonism | Q9HBX9 | HEK293-RXFP1, relaxin-stimulated cAMP HTRF, 30 min; stronger effect = lower value | activity change, negative = inhibition, % at 57.5 µM | hit rate 0.59% among 350,000 | AID 1259400;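 active = activity change of -60% or lower, but not beyond a set lower limit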; also: % is scaled to controls: 0 for no effect and ±100 for the full control effect
TRHR agonist: agonists of human TRH receptor | P34981 | TRHR cells, calcium flux fluo-8, FDSS agonist mode | activation, % at 2 µM | hit rate 0.18% among 360,000; in the data active = activation above about 30%; also: 0% is about no effect
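TRHR-expressing cells, plated overnight in medium with 10% serum, were loaded with fluo-8 calcium dye at room temperature. After a 10 s baseline, library compound was pin-added and calcium release was recorded kinetically (ex 480/em 530) as agonist response.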
RXFP1 ag: RXFP1 (human) receptor agonism | Q9HBX9 | HEK293T-RXFP1 cAMP TR-FRET, 30 min; response scale: percent of porcine relaxin response, buffer zero | Potency, µM (top dose mostly 57.5 µM), without a hit: at the top dose activation, most hits filed as activators | hit rate 0.3% among 370,000 | AID 2676; also: potency is read from the fitted curve at half-maximal effect; % is scaled to controls: 0 for no effect and ±100 for the full control effect; nearly all actives have a fitted effect of over 60% in size; many of its hits are not listed in these tables
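HEK293T cells stably expressing RXFP1 were pretreated with the PDE4 inhibitor Ro 20174, exposed to compounds for 30 min at 37C, lysed, and cAMP was read by TR-FRET. Data normalized to buffer (basal) and 29 nM porcine relaxin (100%).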
An asterisk follows results filed as active; . = not tested or not shown; & = joins results of further samples; [ ] = another dose, or the depositor's remark. Unless noted, calls follow the shape of the dose curve; as a rule, active = well fitted curve in the direction sought with a large enough effect; inconclusive = small, poorly fitted or top-dose-only effect, or another doubt; inactive = no such curve, though single readings can be large; an effect the other way counts as inactive or inconclusive. An excerpt; the hit share may differ from the screen's.

SMILES	D1 antag	Apoferritin bind	D1 ag	D2 PAM	TRHR PAM	D1 potentiator	RXFP1 antag	TRHR agonist	RXFP1 ag
CCOC(=O)C1=C(O)/C(=C\c2ccc(CNC(=O)C(=O)Nc3ccc(C)c(C)c3)o2)N=C1C	-2.3	-16.4%	7.1	13.2	-8.0	-3.5	.	-0.7	1.4%
CCCCNC(=O)C(Cc1ccccc1)NS(=O)(=O)c1ccc2c(c1)c(=O)n(C)c(=O)n2C (centres undefined)	-5.7&-0.4	36.3%&-15.5%[activator]	3.9&1.7	-2.4&14.8	-9.0&4.1	-3.0&-4.1	.	-0.8&-0.7	8.8%&4.0%
Cc1cc(C)cc(NC(=S)N2CCCC2)c1	9.7	-4.6%	-0.1	5.2	-2.9	-6.3	4.1	-0.2	-1.2%
CN(C)C(C)(C)C#CCC(c1ccccc1)c1ccccc1	-21.4	-5.4%	10.2	-18.2	-5.1	-4.0	-12.8	0.4	-1.5%
Cc1ccc(S(=O)(=O)N(C)C)cc1NC(=O)COC(=O)C1CC(=O)N(c2ccc3c(c2)OCCO3)C1 (centres undefined)	20.4	.	2.0	8.3	7.1	-1.8	-15.7	-0.3	1.3%
Cc1cc(C)c(NC(=O)CCCN2CCOCC2)c(C)c1	6.5	-4.7%	3.2	23.7	4.5	5.5	-2.2	0.3	1.0%
Cc1ccc(C(=O)N(CC(C)C)c2c(N)n(Cc3ccccc3)c(=O)[nH]c2=O)o1	7.2	.	5.3	3.5	-2.3	-5.2	12.4	0.8	-0.7%
COc1ccc(O)c(-c2cc(-c3ccccc3Cl)[nH]n2)c1	-5.7	6.2%	3.0	-2.2	1.0	-1.8	-6.4	1.4	-0.6%
Cc1ccc(CSCCNC(=O)C2CCN(S(=O)(=O)Cc3ccccc3)CC2)cc1	-11.7	108.3%[activator]	2.0	5.1	5.7	-1.1	0.2	-0.9	7.7%
CCOC(=O)C1CCCN(C(=O)CCCn2c(=O)c3cccn3c3cccnc32)C1 (centres undefined)	-1.4	-7.4%	8.7	-5.3	-32.3	2.8	1.5	-0.7	-3.8%
Cc1cc(S(=O)(=O)N2CCOCC2)ccc1OCC(=O)NCCN1CCOCC1	4.1	-2.9%	3.0	-0.9	-0.4	.	10.1	0.5	1.1%
O=S(=O)(c1ccc(F)cc1)N1CCN(C(=S)NCc2ccco2)CC1	8.8	-15.4%	1.5	-7.1	-0.2	-7.2	17.1	0.6	2.8%
COc1ccc2nc(SCC(=O)/C(C#N)=C(\C)N)[nH]c2c1	-18.0	-11.3%	0.8	9.7	10.5	0.0	-0.3	0.1	2.4%
O=C(Nc1cccnc1)c1cc(-c2cccc(Cl)c2)on1	19.8&1.4	3.5%&51.6%	4.8&-0.7	-1.1&6.8	4.1&17.3	7.7&-0.8	4.4&1.7	0.5&-1.0	2.4%&-1.1%
Cc1ccc(-n2nc(C(=O)N3CCCCC3C)c(=O)n(C)c2=O)cc1 (centres undefined)	4.9	-0.3%	-0.1	-5.7	-4.9	-0.4	4.4	0.0	0.9%
Oc1ccc(Nc2nc(-c3cccnc3)cs2)cc1	-3.6	-9.9%	0.6	4.8	1.0	-3.2	-8.8	-1.1	-2.4%
O=C1CCC(/C=C/c2ccccc2)=NN1Cc1ccc(Cl)c(Cl)c1	0.0	-19.6%	13.4	1.8	-2.7	-3.3	-11.2	0.7	0.3%
CCCCN(CC)C(=O)CSc1nc2ccccc2c(=O)n1Cc1ccco1	7.3	-1.8%	2.2	3.3	-12.7	-0.2	-22.4	-0.4	1.6%
O=C(CCNS(=O)(=O)c1ccccc1)N1CCN(c2ccccc2)CC1	3.2	-5.1%	1.8	1.0	-2.7	-2.9	-4.9	0.5	-2.8%
Cc1c(/C(O)=C2\C(=O)C(=O)N(CCN(C)C)C2c2ccccc2)cnn1-c1ccccc1 (centres undefined)	-16.4	-5.9%	1.6	-8.1	0.6	-9.4	14.1	0.6	7.1%
CCCCC(C(=O)NC(C)(C)C)N(Cc1ccco1)C(=O)c1snc(C(N)=O)c1N (centres undefined)	0.9	-8.5%	3.0	-3.1	4.7	-2.0	10.5	-0.7	0.4%
CCC1CCCCN1C(=O)c1c[nH]c2ccc(S(=O)(=O)Nc3cccc(OC)c3)cc2c1=O (centres undefined)	-6.6	2.1%	-0.1	1.6	-6.4	-3.2	-5.4	0.1	1.3%
Cc1cc(C(=O)NCC(=O)OCC(=O)N(C(C)C)C(C)C)ccc1[N+](=O)[O-]	-6.5	-16.3%	3.1	6.3	-13.6	-2.9	5.9	0.2	-0.3%
CCCOc1ccc(CC2CCC(=O)NC2=O)cc1 (centres undefined)	12.7	-14.5%	1.6	-10.5	-6.3	-8.7	0.4	-0.5	0.3%
Cc1cc(C)nc(SC(C)CNS(=O)(=O)c2ccccc2)n1 (centres undefined)	3.8	-9.5%	1.8	2.9	2.3	1.8	-9.5	0.8	1.7%

Copied from the listing (7 entries):
SMILES	D1 antag	Apoferritin bind	D1 ag	D2 PAM	TRHR PAM	D1 potentiator	RXFP1 antag	TRHR agonist	RXFP1 ag
CCOC(=O)C1=C(O)/C(=C\c2ccc(CNC(=O)C(=O)Nc3ccc(C)c(C)c3)o2)N=C1C	-2.3	-16.4%	7.1	13.2	-8.0	-3.5	.	-0.7	1.4%
CCCCNC(=O)C(Cc1ccccc1)NS(=O)(=O)c1ccc2c(c1)c(=O)n(C)c(=O)n2C (centres undefined)	-5.7&-0.4	36.3%&-15.5%[activator]	3.9&1.7	-2.4&14.8	-9.0&4.1	-3.0&-4.1	.	-0.8&-0.7	8.8%&4.0%
Cc1cc(C)cc(NC(=S)N2CCCC2)c1	9.7	-4.6%	-0.1	5.2	-2.9	-6.3	4.1	-0.2	-1.2%
CN(C)C(C)(C)C#CCC(c1ccccc1)c1ccccc1	-21.4	-5.4%	10.2	-18.2	-5.1	-4.0	-12.8	0.4	-1.5%
Cc1ccc(S(=O)(=O)N(C)C)cc1NC(=O)COC(=O)C1CC(=O)N(c2ccc3c(c2)OCCO3)C1 (centres undefined)	20.4	.	2.0	8.3	7.1	-1.8	-15.7	-0.3	1.3%
Cc1cc(C)c(NC(=O)CCCN2CCOCC2)c(C)c1	6.5	-4.7%	3.2	23.7	4.5	5.5	-2.2	0.3	1.0%
Cc1ccc(C(=O)N(CC(C)C)c2c(N)n(Cc3ccccc3)c(=O)[nH]c2=O)o1	7.2	.	5.3	3.5	-2.3	-5.2	12.4	0.8	-0.7%

Following part
SMILES	D1 antag	Apoferritin bind	D1 ag	D2 PAM	TRHR PAM	D1 potentiator	RXFP1 antag	TRHR agonist	RXFP1 ag
COc1ccc(Cn2c(=S)[nH]c3cc(C(=O)N4CCN(c5ccccc5)CC4)ccc3c2=O)cc1	-9.9	-2.0%	3.8	19.6	1.8	-6.5	-14.8	0.0	7.9%
CN(C)CC[n+]1ccc(C(=O)c2ccccc2)cc1	-28.0	-7.5%	0.6	-0.5	19.3	-1.7	3.0	0.4	1.1%
Cc1cn(C)c(CC(=O)NCc2ccccc2)c1C(=O)O	0.7	1.2%	2.1	5.5	-2.6	-5.0	-0.6	-0.3	-1.0%
CCCSc1nc2c(c(=O)n1-c1ccc(OCC)cc1)SCC2	3.3	-1.7%	4.6	4.1	-1.7	-3.9	7.3	0.0	4.6%
CCCCN(C(=O)CSCC(=O)Nc1ccc(C)cc1)c1c(N)n(CCCC)c(=O)[nH]c1=O	4.2	.	0.8	3.1	4.2	3.4	-1.5	0.4	0.6%
O=C1C=C(c2cccc(Cl)c2)C[C@@H](c2ccc(F)cc2)C1	-32.0*	.	9.3	3.2	-2.3	-9.5	.	0.2	0.3%
Cc1ccc(C(=O)NCC2CCCN2S(=O)(=O)c2cccs2)cc1C (centres undefined)	19.1	.	1.7	6.5	-1.6	-1.4	-1.1	-0.3	-0.3%
COc1ccccc1CNC(=O)C1CCN(S(=O)(=O)c2ccc3[nH]c(=O)ccc3c2)CC1	0.7	8.9%	1.8	.	0.3	-5.7	.	0.5	2.4%
CCOC(=O)N1CCN(C(=O)CCCCCn2c(=S)[nH]c3ccsc3c2=O)CC1	-9.4	-6.6%	1.3	6.8	-4.7	-7.6	-29.8	-1.2	19.1%
CC(/C=C/c1ccccc1F)=N\NC(=O)c1ccccc1	-11.6	-14.6%	2.3	-2.4	-1.5	-14.3	-3.0	0.1	3.2%
O=C(COC(=O)C1=COCCO1)NCc1ccc(F)cc1	6.2	-10.9%	3.4	-10.8	-2.3	1.6	-1.3	0.4	-0.9%
O=C(c1cnn2c(C(F)F)cc(-c3ccccc3)nc12)N1CCCc2ccccc21	-8.7	-10.8%	3.1	0.1	2.7	-6.6	-7.9	0.0	0.5%
CC1=C(C(N)=O)C(c2ccc(F)cc2)n2nc(-c3ccc(N(C)C)cc3)nc2N1 (centres undefined)	0.4	3.5%	0.8	2.2	4.6	0.2	-2.6	-0.1	-3.0%
Cc1ccc(CN2CCN(/N=C/c3cc(Br)ccc3O)CC2)cc1	-6.6	-11.5%	2.7	-21.4	-1.3	4.0	4.6	0.3	3.7%
COc1ccc(NC(=O)c2cc3cccc(OC)c3oc2=Nc2ccc(C(=O)O)cc2)cc1OC	-3.4	-3.2%	5.9	-17.9	0.3	-0.2	-8.7	0.2	-1.1%
CCC(C)C(NC(N)=O)C(=O)Nc1ccc(S(=O)(=O)Nc2ccc(OC)cc2)cc1 (centres undefined)	10.6	-6.6%	1.9	0.7	4.8	-4.4	-21.4	0.4	1.6%
C=CCn1c(SCC(=O)Nc2ccccc2)nc2scc(-c3cccs3)c2c1=O	6.7	-1.4%	0.9	-0.6	-8.4	-1.4	2.5	0.8	0.4%
O=C(c1cc(-c2ccncc2)nc2c(Cl)cccc12)N1CCN(c2ccccc2F)CC1	14.4	-7.7%	0.8	1.9	-2.6	-1.4	.	0.8	-4.4%
O=C(c1cn(-c2ccccc2)nc1-c1ccc(F)cc1)N1CCCCC1	9.6	-12.6%	0.9	-1.8	0.4	-1.4	-7.9	0.0	2.7%
COc1cccc(-n2c(-c3cccc(S(=O)(=O)N(C)C)c3)n[nH]c2=S)c1	11.1	-7.3%	1.6	6.4	-1.6	3.1	-28.6	0.3	10.2%
CC1CCN(CC(=O)c2cccs2)CC1	.	-13.2%	0.0	-9.7	3.0	-4.2	-23.9	0.0	0.2%
CCOC(=O)N1CCN(Cc2nc3cc(NC(C)=O)ccc3n2C)CC1	4.6	6.6%	1.2	1.0	-2.6	5.5	-5.0	-0.1	2.3%
CNc1nc(SC(C)C(=O)Nc2ccc(Cl)c(Cl)c2)nc(N2CCOCC2)n1 (centres undefined)	43.1	-3.8%	5.0	-4.4	-5.6	-2.5	5.4	-0.3	0.0%
